From PubChem BioAssay
GALK inhibitor = blocks human galactokinase activity | Purified GALK, Kinase-Glo residual ATP luminescence | Potency, µM (doses to about 57.5 µM), without a hit: top-dose activity change, negative = inhibition, hits mostly inhibitors | hit rate 0.007% among 270,000; also: potency is read from the fitted curve at half-maximal effect; % is scaled to controls: 0 for no effect and ±100 for the full control effect
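Human GALK (5 nM) with 35 uM ATP and 100 uM galactose in 20 mM HEPES pH 8.0, 5 mM MgCl2, 60 mM NaCl, 1 mM DTT, 0.01% BSA. After 1 h at room temperature, leftover ATP was read by Kinase-Glo Plus luminescence.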
TSHR antagonist = human thyrotropin receptor antagonism. P16473. TSHR-expressing cells, TSH-stimulated cAMP HTRF, 2 h; active compounds read low. activity change, negative = inhibition, % at 11.5 µM. hit rate 0.2% among 330,000. AID 504810;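 active = activity change below a set negative limit, meaning inhibition stronger than a set level, cut at about -70% in these data; inconclusive = activity change between two set negative limits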; also: % is scaled to controls: 0 for no effect and ±100 for the full control effect
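Read-out is FRET at 665 nm (cryptate excitation 337 nm) from a cryptate-tagged anti-cAMP antibody, competed by cell cAMP against cAMP-d2. Compounds are tested on freshly harvested TSHR cells challenged with 4nM TSH (EC80) for 2 hours at 37 deg C.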
TCR activator = activators of T cell receptors | primary human leukocytes, anti-CD3, IL-2 HTRF, 48 h | Potency, µM (doses to about 9.22 µM), inactives show top-dose activation of IL-2 secretion, most hits filed as activators | 330,000 tested, under 10 active | AID 504894; also: % of control where 0% means no effect
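HTRF read-out of IL-2 secretion: europium cryptate donor excited at 320nm, d2 acceptor emission at 665nm. Cells were primary human leukocytes incubated 48 hr with compounds and a-CD3 beads, supplying TCR signal only.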
Coupling enz = coupling enzyme interference in Giardia aldolase counter-screen. coupling enzyme system counterscreen, AmpLite Red fluorescence. activity change, negative = inhibition, % at 58.2 µM, hits read low. hit rate 0.67% among 290,000. AID 2472; in the data active = activity change below about -30%; also: % is scaled to controls: 0 for no effect and ±100 for the full control effect
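Counterscreen lacking aldolase: glyceraldehyde-3-phosphate coupling-enzyme reagent preincubated 10 min at RT with compound (at 57.5 uM final), then substrate/coupling system with AmpLite Red added; fluorescence read at 525/598 nm after 20 min RT.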
A-T KAP1 phos = potential ataxia-telangiectasia treatments restoring KAP-1 phosphorylation | […] A-T fibroblasts, KAP-1 phosphorylation AlphaLISA; neocarzinostatin DNA damage 30 min before lysis | Potency, µM (series often up to 57.5 µM), for inactives: at the highest dose activation, usual class: activators | hit rate 0.19% among 320,000; also: potency is read from the fitted curve at half-maximal effect; % of control where 0% means no effect; nearly all actives have a fitted effect of over 45% in size
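hTERT-immortalized A-T patient fibroblasts ([…]), 500 cells/well in OPTI-MEM, 1% FBS, got compounds for 60 min, then NCS for 30 min at 37C. Lysates were then assayed for phospho-KAP-1 by AlphaLISA (anti-pKAP1 donor, anti-KAP1 acceptor beads), 6 hr at 25C.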
Tb PFK inh = inhibitors of T. brucei phosphofructokinase; T. brucei PFK, ADP-Glo luminescence; Potency, µM (series often up to 57.5 µM), for the others: at the highest dose activity, negative = inhibition, actives largely listed as inhibitors; hit rate 0.17% among 330,000;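 also: potency is read from the fitted curve at half-maximal effect; 0% = uninhibited 1x PFK enzyme wells and -100% = no-enzyme wells; nearly all actives have a fitted effect of over 60% in size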
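PFK 1.25 nM, F6P 0.5 mM, ATP 0.1 mM, 0.1 M TEA pH 8.0, 5 mM MgCl2, 0.01% Tween20, 0.1% BSA; 45 min RT. ADP-Glo readout. qHTS titration up to 57 uM; curves fitted, compounds curve-classed.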
Giardia kill = Giardia lamblia killing | Giardia lamblia trophozoite viability | activity change, % at 7.66 µM, hits read low | hit rate 0.15% among 340,000 | AID 540267; in the data active = activity change below about -80%; inconclusive = between about -30% and that limit;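 also: parasites exposed to compound for two days anaerobically before the ATP read; % is scaled to controls: 0 for no effect and ±100 for the full control effect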
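Each well holds 100 Giardia trophozoites and compound. After two days (48 hrs) at 37 deg C in anaerobic conditions, ATP is quantified by luminescence.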
Chronic BCR inh = inhibitors of chronic active B-cell receptor signaling. ABC-DLBCL IkBa-CBG/CBR reporter, luminescence ratio, 4 h. Potency, µM (highest dose often 46.1 µM), without a hit: top-dose ratio change, negative = lower green/red ratio, actives largely listed as inhibitors. hit rate 0.05% among 340,000. AID 493014; active = well fitted inhibition curve with a large enough effect in the signal ratio, with a control signal flat, not every such curve was filed as active; inconclusive = small, poorly fitted or top-dose-only effect, or effect the other way, or a change in a side signal; the % refers to the signal ratio;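 also: potency is read from the fitted curve at half-maximal effect; plate controls were basal doxycycline-induced cells for no effect and cells given 10 µM MG132 for full effect; MG132 reads +100%, hits lower the ratio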
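Cell line TMD8 (human ABC DLBCL), stably expressing tet-inducible CBG68-IkBa fusion and CBR; IMDM/0.5% FBS; cpd up to 46 uM; dox induction, 4 h, 37C/5% CO2; dual luminescence; green/red ratio; MG132 control.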
hERG WT inh = KCNH2 (human, wildtype) channel inhibition; Q12809; U2OS, BacMam KCNH2, thallium flux FluxOr; active compounds read low; activity change, % at 1.84 µM; hit rate 0.37% among 340,000;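 active = maximum activity change below -70%; inconclusive = maximum activity change between -70% and -50%; inactive = maximum activity change above -50%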; also: % is scaled to controls: 0 for no effect and ±100 for the full control effect
Target sequence (Q12809 whole entry, looked up): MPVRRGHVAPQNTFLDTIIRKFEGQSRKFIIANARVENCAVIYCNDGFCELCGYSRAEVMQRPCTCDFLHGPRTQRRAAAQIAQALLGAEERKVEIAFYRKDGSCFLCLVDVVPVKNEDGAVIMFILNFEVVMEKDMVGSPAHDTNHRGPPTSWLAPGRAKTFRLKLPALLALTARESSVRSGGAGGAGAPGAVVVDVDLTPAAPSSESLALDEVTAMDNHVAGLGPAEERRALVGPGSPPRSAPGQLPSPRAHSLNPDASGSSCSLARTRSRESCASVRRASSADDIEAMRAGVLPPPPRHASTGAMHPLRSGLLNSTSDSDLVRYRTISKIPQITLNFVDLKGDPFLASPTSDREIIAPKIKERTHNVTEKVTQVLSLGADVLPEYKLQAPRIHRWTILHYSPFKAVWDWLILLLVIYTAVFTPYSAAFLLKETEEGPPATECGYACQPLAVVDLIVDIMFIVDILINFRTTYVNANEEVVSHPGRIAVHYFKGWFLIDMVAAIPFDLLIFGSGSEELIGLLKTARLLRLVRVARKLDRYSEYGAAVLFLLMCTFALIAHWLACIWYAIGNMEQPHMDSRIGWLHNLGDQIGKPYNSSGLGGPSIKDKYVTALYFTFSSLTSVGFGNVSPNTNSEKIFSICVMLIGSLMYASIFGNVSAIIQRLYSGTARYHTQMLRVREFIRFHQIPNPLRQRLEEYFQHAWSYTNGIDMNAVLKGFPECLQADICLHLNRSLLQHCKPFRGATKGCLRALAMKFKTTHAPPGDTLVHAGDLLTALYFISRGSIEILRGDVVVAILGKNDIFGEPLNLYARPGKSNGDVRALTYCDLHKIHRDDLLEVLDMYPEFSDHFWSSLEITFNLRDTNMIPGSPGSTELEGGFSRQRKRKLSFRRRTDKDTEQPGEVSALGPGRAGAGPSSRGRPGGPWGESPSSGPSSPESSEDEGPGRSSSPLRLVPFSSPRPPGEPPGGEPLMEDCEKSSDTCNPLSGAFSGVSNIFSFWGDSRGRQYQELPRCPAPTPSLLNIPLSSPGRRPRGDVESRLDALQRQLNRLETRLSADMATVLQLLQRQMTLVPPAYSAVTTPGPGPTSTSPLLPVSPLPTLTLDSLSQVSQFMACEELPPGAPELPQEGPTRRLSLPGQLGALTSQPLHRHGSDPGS
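U2OS cells were transduced with wild-type KCNH2 virus (2.03 x 10^8 / mL) for 4 h at room temperature, then cultured overnight at 37 C. Thallium flux was read with FluxOr dye. Rate constants were normalized to DMSO controls.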
MLL CXXC-DNA inh = blocks binding of human MLL CXXC domain to DNA | Q03164 | MLL-CXXC / FITC-HOXA9 DNA fluorescence polarization | Potency, µM (highest dose often 115 µM), for the others: top-dose activity change, negative = inhibition, actives largely listed as inhibitors | hit rate 0.037% among 290,000 | AID 2662; active = well fitted inhibition curve with a large enough effect in the polarisation, with a control signal flat, not every such curve was filed as active; inconclusive = small, poorly fitted or top-dose-only effect, or effect the other way, or a change in a side signal; inactive = no such curve, though single readings can be large or run the other way; the % refers to the polarisation; also: potency is read from the fitted curve at half-maximal effect
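Fluorescence polarization: 7 uM MLL-CXXC (stock) preincubated 5 min with compounds, then 50 nM fluorescein-HOX-A9 DNA (stock) added; 30 min ambient. Buffer 50 mM Tris-HCl pH 7.5, 50 mM NaCl, 1 mM DTT, 0.05% BSA.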
Active calls of the source: *; ? = inconclusive; nt = not tested or not shown; & = joins results of further samples; [ ] = dose if it differs, or a comment. Unless noted, calls follow the shape of the dose curve; as a rule, active = well fitted curve in the direction sought with a large enough effect; inconclusive = small, poorly fitted or top-dose-only effect, or another doubt; inactive = no such curve, though single readings can be large; an effect the other way counts as inactive or inconclusive.

Order of values – Chronic BCR inh, MLL CXXC-DNA inh, TSHR antagonist, TCR activator, Tb PFK inh, A-T KAP1 phos, GALK inhibitor, Coupling enz, hERG WT inh, Giardia kill
O=[N+]([O-])c1ccccc1S(=O)(=O)N1CCSCC1
    ?, nt, 7, -3%, -9%, -7%, nt, nt, 3, 6
COc1ccc(C(c2c(C)n(C)n(-c3ccccc3)c2=O)c2c(C)n(C)n(-c3ccccc3)c2=O)cc1O
    ?, -13%, 28, nt, -2%, 5%, 4%, 1, nt, nt
COc1ccc(C2CCCN2CC(O)COc2ccccc2C(C)C)cc1 (stereo not drawn)
    -19%, 2%, -1, -3%, -3%, 1%, -1%, 0, 7, -10
Cn1ncc(Cl)c1C(=O)N1CCN(c2cccc(Cl)c2)CC1
    2%, 1%, -9, -1%, -10%, -3%, -2%, nt, 9, -4
O=c1c2ccccc2ncn1-c1ccc(Cl)cc1Cl
    -2%, -5%, -1, 5%, 1%, -7%, -3%, 2, -4, -23
COC(=O)c1ccc(/C=N/N2CCN(Cc3ccc(C)cc3C)CC2)cc1
    1%, 8%, -11, 0%[46.1 µM], -1%, 6%, 2%, 8, 8, -18
CC(C)(C)NC(=O)C1CC1(c1ccccc1)c1ccccc1 (stereo not drawn)
    0%, 2%, -4, -1%, 5%, 18%, 2%, 1, -6, 17
O=C(c1csc(Nc2ccccc2Cl)n1)N1CCCC1
    -2%, -2%, 17, 0%, -5%, 1%, 0%, 2, 2, 7
COc1cc(/C=C2/C(=O)N(c3ccc([N+](=O)[O-])cc3)N=C2N2CCOCC2)ccc1O
    12%, 9%, 21, -6%, 12%, 2%, -2%, -9, -9, 1
CC(C)(C)n1ncc2c(=O)n(CC(=O)Nc3ccccc3)cnc21
    -1%, -4%, -4, -8%, -1%, 0%, -3%, -3, -9, 19
CCN(C(=O)COC(=O)c1nc2nc(C)cc(C)n2n1)C1CCS(=O)(=O)C1 (stereo not drawn)
    0%, -3%, 8, 3%, -9%, -2%, 4%, nt, 0, 1
Cc1ccc(N(Cc2cc3ccc(C)cc3[nH]c2=O)S(C)(=O)=O)c(C)c1
    -6%, 5%, -6, -5%, 1%, -4%, 8%, 0, 12, 22
COc1cc(OC)c(C2CC(=O)N3CN(c4ccccc4C)CSC3=C2C#N)cc1OC (stereo not drawn)
    6%, -4%, -9, nt, -10%, -4%, -2%, -28, nt, nt
Cc1onc(-c2ccccc2Cl)c1C(=O)Nc1cccc(-c2cn3cccnc3n2)c1
    0%, 5%, -12, nt, -3%, 6%, -1%, 1, -5, 6
Cn1cccc1CC(=O)NNC(=S)NC(=O)c1ccc(F)cc1
    ?, -10%, 23, -2%, -3%, 1%, 0%, -3, -1, -10
O=C(N/N=C/c1cc2ccccc2nc1Cl)c1ccncc1
    -1%, -6%, -7, 3%, 1%, -1%, -1%, -1, 6, 0
Cn1c2c(c(=O)n(C)c1=O)C(C(F)(F)F)(C(F)(F)F)N=C(c1ccccc1Cl)N2
    ?, 10%, -9, 3%, 1%, 3%, 0%, 3, 7, -8
O=C1NC2(CCCCCC2)C(=O)N1Cc1cccc(Cl)c1
    8%, 4%, 1, -1%, -2%, 1%, -2%, 1, -6, -5
O=C(O)c1cc(-c2cccnc2)nc2ccc(Br)cc12
    -8%, -8%, 12, -34%, -1%, -2%, 0%, 0, -6, 24
CCn1c(N2CCN(S(=O)(=O)c3ccc(F)cc3)CC2)nc2ccccc21
    1%, -2%, -11, 0%, -4%, 9%, 4%, 1, -5, 2
O=C(OCc1ccccc1)c1ccc2c(c1)-c1ccccc1C2=O
    ?, -3%, -13, 0%, -4%, -14%, 0%, 2, 2, -6
O=c1cc(CSc2nnc(-c3ccccc3)o2)c2ccccc2[nH]1
    -2%, 0%, -9, -12%[46.1 µM], -6%, 1%, 0%, 0, -2, -4
CC(CN1CCOCC1)OC(=O)c1ccc2c(c1)OCCO2 (stereo not drawn)
    ?, 2%, 28, 1%, -2%, 18%, 0%, 0, -262*, -8
CC(C)(C)C(=O)N1NC(=Nc2ccccc2)SC1(C)C
    4%, 0%, 1, 7%, 13%, 10%, nt, 4, 5, -5
OCC(O)C1OC(Nc2ccc(Br)cc2)C(O)C1O (stereo not drawn)
    6%, 0%, -6, -7%, 0%, 4%[11.5 µM], -2%, 2, -7, 12
NC(=O)c1cc(S(=O)(=O)N2CCCC2)ccc1OCCOc1ccccc1F
    0%, nt, -4, 0%, 4%, -5%, nt, nt, 5, 13
O=C(N/N=C/c1cccc(F)c1)c1cc(-c2ccco2)nc2ccccc12
    -1%, -3%, 16, -1%, -1%, 2%, 0%, 0, -5, 5
c1ccc(-c2c3ccccc3nc3[nH]c4ccccc4c23)cc1
    ?, 10%, 1, 4%, 7%, 26%, nt, -7&-7, 8, -9
CC(C)c1nc(SCC(=O)Nc2cccc(C(F)(F)F)c2)c2c(=O)n(C)c(=O)n(C)c2n1
    -16%, 3%, -1, 3%[46.1 µM], 0%, -1%, -2%, 3, -9, -20
COc1cccc(NC(=O)C2CCCN2C(=O)Nc2ccccc2F)c1 (stereo not drawn)
    ?, -29%, 22, -2%, 0%, 20%, 4%, 2, -1, 19
N[C@@H](CO)c1nnc([C@H](CC(=O)O)NC(=O)C2CCNCC2)o1
    -2%, -15%, 2, 4%, -4%, 15%, 2%, 1, 3, 3
Cc1ccc(NC(=O)C2CCN(c3ncnc4c3nc3n4CCCCC3)CC2)cc1Cl
    ?, 31%[activator], -17, 4%, -1%, 0%, 4%, 2, 17, 15
C=CCO/N=C(/C)c1c(O)c(CC)c(-c2ccccc2)n(-c2ccccc2)c1=O
    ?, 3%, -23, -10%[46.1 µM], -3%, 0%, 0%, -9, -19, -7
COc1cc(SC)ccc1C(=O)Nc1c(C)cccc1C
    6%, ?, 27, -3%, -21%, 22%, 6%, -1, -6, -3
Cc1occc1-c1nnc(SCC(=O)N2CC(=O)Nc3ccccc32)n1CC(C)C
    -3%, 3%, 6, 2%, -7%, 5%, -2%, 3, 10, 17
CCOC(=O)C(=O)NNc1ccc(Cl)cc1
    15%, 7%, 4, -3%, -2%, 0%, 1%, 1, 1, 19
COc1ccc(S(=O)(=O)N2CCCC2C(=O)NCc2cccs2)cc1 (stereo not drawn)
    3%, 12%, 8, 6%, 4%, nt, -2%, 2, 2, 4
CN(Cc1nc2ccccc2[nH]1)C(=O)C1CCC(=O)N(C2CCCC2)C1 (stereo not drawn)
    6%, ?, 1, -6%, 3%, 2%, -5%, nt, 0, 0
O=[N+]([O-])c1cccc(-c2n[nH]c(=S)n2Cc2ccccc2)c1
    1%, -5%, -15, 0%[46.1 µM], -5%, -4%, 2%, 4, 29, -6
COc1ccc(-c2cc(C(=O)N3CCCC(C(F)(F)F)C3)c3ccccc3n2)cc1OC (stereo not drawn)
    -22%, nt, 30, 3%, -9%, 11%, nt, nt, 4, 35[activator]
N/C(=N\OC(=O)Oc1ccccc1)c1ccc(Br)cc1
    15%, 9%, -4, -4%, 0%, 5%, 0%, 6, 4, -13
NC(N)=NCCCc1cn(CC(=O)N2CCNCC2)nn1
    4%, -8%, 0, 1%, -4%, 4%, 3%, -2, 8, -1
O=C(N/N=C/c1ccc2c(c1)OCO2)c1cc(-c2ccc(F)cc2)nc2ccccc12
    0%, -2%, -4, -2%[46.1 µM], 0%, nt, 2%, 0, -5, -10
C=CC(=O)NCc1ccc(-c2csnn2)cc1
    0%, 2%, 1, 2%, 5%, 2%, 3%, 1, 5, 3
O=C(NCc1ccccc1)C1=C[C@@H](c2ccc(Br)cc2)C[C@@H](OCCCCO)O1
    ?, -24%, -5, -3%, -1%, -3%, 3%, 1, -6, 7
S=C1NCN(Cc2ccco2)CN1Cc1ccco1
    2%, -14%, 9, -4%, 4%, 4%, 0%, -6, 0, 16
O=C(CN1CCN(S(=O)(=O)c2ccc(F)cc2)CC1)Nc1ccc(Cl)cn1
    -1%, -2%, -5, -4%, 2%, 2%, 3%, 0, 6, -8
CC(NC(=O)OCc1ccccc1)C(=O)NCC1CCCO1 (stereo not drawn)
    -14%, -7%, 22, 1%, -7%, -6%, 3%, 0, 6, 17

Hits appear at their usual frequency; overall some 1.6% were active at least once.
